Bioassay records from PubChem.
Hep lipid drop: hepatic lipid droplet formation modulation | 0.4% of 240,000 active | inhibition, % at 6.5 µM | AML12 mouse hepatocytes, oleate lipid droplets, BODIPY imaging;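 active means lipid droplet intensity inhibited by at least 50%, with more than 500 cells counted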
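Assay system: AML12 mouse liver cells | Compound: 6.5 µM single-point dosing | Schedule: Overnight exposure | Technique: Fluorescence imaging, 20x objective, two fields per well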
Autophagy HCS: alters autophagy in cells; MEF GFP-LC3 puncta imaging; test concentration mostly 10 µM; calls only at 10 µM (by protocol); 0.98% of 190,000 active;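 active means percentage of spot-positive cells more than 3 SD above its plate mean, without a fluorescence outlier flag or 80% toxicity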;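 further: spot-positive cell cutoff set from DMSO-treated cells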
Insulin prom up: MIN6 insulin promoter up-regulation; MIN6 insulin promoter-GFP reporter, high-content imaging; hits give high values; z-score at 5 µM; 0.3% of 190,000 active; AID 1625;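 active means z-score above 3 at 5 µM with at least 500 cells counted in the well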
Myeloid diff 2: compounds promoting myeloid differentiation; ER-HoxA9 myeloid progenitors, lysozyme-GFP differentiation, flow cytometry; calls only at 10 µM; 1% of 360,000 active; AID 624256;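 active means normalized GFP-positive differentiation at or above the plate's own cutoff, the solvent-only control mean plus 3 SD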;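 further: cells exposed to compound for four days before flow analysis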
T cell HTS: T cell immune modulation candidate | 0.068% of 330,000 active | calls only at 7 µM | 2C CD8+ T cell-vesicle binding, flow cytometry; hits give low values | AID 2052;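 active means response, share of CD8 T cells binding vesicles, and their 90th percentile fluorescence all below set limits, cut at about 80% in these data, passing the limit was not always enough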
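Test system: purified 2C TCR transgenic mouse naive CD8+ T cells. Probe or stimulus: QL9-peptide-loaded Drosophila micro-vesicles bearing Ld, ICAM-1 and B7-1. Incubation: binding step 1.5 h, 37 °C, antibody labelling 20 min, ice. Measured by: flow cytometry of vesicle-bound cells.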
WT yeast gro inh: growth inhibition of WT yeast, mitochondrial fusion screen | mitochondrial fusion phenotypic screen, WT strain | inhibition, % at 10 µM | 2.1% of 190,000 active; in the data active means inhibition above about 58%; tested in S. cerevisiae
bCat nuc transl: alters nuclear translocation of beta-catenin in HeLa cells; immunofluorescence imaging; AID 1665; nuclear translocation activity, % at 5 µM; 0.3% of 190,000 active;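 active means nuclear translocation activity above 50% at 5 µM, with a well cell count of 50 or more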;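 further: per-cell ratio of nuclear to cytoplasmic median beta-catenin stain intensity; plate controls were DMSO negative control for no effect and GSK-3 inhibitor IX positive control for full effect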
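Test system: HeLa cells, endogenous beta-catenin; Compound: single 5 µM dose plus 0.02–20 µM confirmation series; Times: compound exposure 24 h at 37°C; Signal: fluorescence imaging of beta-catenin antibody stain plus DAPI; Read-out: % activation, nuclear-to-cytoplasmic median beta-catenin signal ratio per cell.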
West Nile antiviral: inhibition of WNV-induced cytopathic effect – cell-based, CPE readout (AID 1621); West Nile virus-infected cells, CPE inhibition; higher % means a stronger effect; CPE inhibition, % at 10 µM, or IC50 in µM where a hit was titrated; 0.02% of 290,000 active; in the data active means a potency from the dose series; further: strong numbers were not always called active
MT stabilizer: microtubule stabilizers in HeLa cells; HeLa tubulin immunostaining HCS, 24 h; share of cells brighter than vehicle mean+2SD; % tubulin-high responders, % at 10 µM; 0.83% of 200,000 active;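 active means plate Z-score above 3 for both tubulin-high and condensed-nucleus cell shares, with cell loss under 80%, at 10 µM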;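 further: anti alpha tubulin signal scored within the nucleus-defined area of each cell; some results filed as inactive read as strong as hits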
WT yeast gro inh mutant strain: recorded beside WT yeast gro inh, whose call it bears; inhibition, %; mitochondrial fusion phenotypic screen, mutant strain inhibition
Insulin prom up cell count: also measured in Insulin prom up; calls as there; cell count; measured here: cytotoxicity, nuclei count;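 total cells summed across four imaged fields per well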
Hep lipid drop cells 6.5 µM: second read-out of Hep lipid drop, no call of its own (marks repeat the call); cell count; measured here: cell count, cytotoxicity flag;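 cells counted across two imaged fields per well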
bCat nuc transl cell count 5 µM: also measured in bCat nuc transl; calls as there; cell count; measured here: cell count, cytotoxicity flag
T cell HTS vesicle-bound %: further read-out of T cell HTS, marked with its call; double positive events, %; measured here: CD8+ vesicle-bound cell fraction;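 binding gate set so that unloaded-vesicle control wells show 10% double positive cells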
MT stabilizer Hoechst-high %: second read-out of MT stabilizer, no call of its own (marks repeat the call); % Hoechst-high responders; measured here: nuclear condensation Hoechst responders;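 share of cells brighter than vehicle mean plus two SD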
MT stabilizer cytotoxicity %: recorded beside MT stabilizer, whose call it bears; toxicity, %; measured here: cytotoxicity by cell density;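 0% = mean cell density of plate MIN control wells and 100% = no cells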
Autophagy HCS cell loss 18 h: also measured in Autophagy HCS; calls as there; toxicity, %; measured here: cell loss, nuclei count;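 cell loss after 18 h compound exposure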
Myeloid diff 2 GFP+ MAC1+ %: second read-out of Myeloid diff 2, no call of its own (marks repeat the call); GFP+ MAC1+ double positive, %; measured here: differentiation confirmed by MAC1 staining
* = called active by the depositor; i = inactive; · = not tested or not shown; + = active, no number.

Structure	Hep lipid drop	Hep lipid drop cells 6.5 µM	Autophagy HCS	Autophagy HCS cell loss 18 h	Insulin prom up	Insulin prom up cell count	Myeloid diff 2	Myeloid diff 2 GFP+ MAC1+ %	T cell HTS	T cell HTS vesicle-bound %	WT yeast gro inh	WT yeast gro inh mutant strain	bCat nuc transl	bCat nuc transl cell count 5 µM	West Nile antiviral	MT stabilizer	MT stabilizer Hoechst-high %	MT stabilizer cytotoxicity %
COC(=O)c1ccccc1NC(=O)Cn1cnc2cc(C)c(C)cc21	·	·	i	7.1	-3.24	836	i	6.9	i	30.1	-10.1	10.8	0.4	1119	-1.1%	2.1	1.3	9.3
CC(C)[C@H](NC(=O)NCc1ccc(F)cc1)C(=O)O	1.1	681	·	·	-0.38	1015	i	1.0	i	32.3	·	·	1.1	1397	0.3%	·	·	·
COc1ccc(C2(CNC(=O)c3cccc([N+](=O)[O-])c3)CCCCC2)cc1OC	-3.2	662	i	-3.1	-0.63	1198	i	0.9	i	18.6	3.5	-13.4	2.2	903	-1.7%	3.8	4.0	11.7
CN(C)/C=C/C(=O)c1cnc(-c2ccccc2Cl)s1	3.0	678	i	-1.0	-0.33	1469	i	0.5	i	34.4	1.6	4.4	1.8	872	1.0%	5.1	1.2	2.1
COc1cccc(C(=O)Nc2ccc(NC(=O)C(C)(C)C)cn2)c1	7.0	666	i	-0.1	-0.1	1241	i	0.2	i	21.3	11.8	-33.4	·	·	0.0%	3.5	12.3	98.1
COc1ccc(-c2[nH]c(-c3ccc(Cl)cc3)nc2SCC(=O)Nc2nccs2)cc1	-3.1	751	i	-1.7	-0.72	1194	i	2.8	i	32.7	31.5	2.3	3.2	497	1.1%	5.5	2.3	1.7
Cc1ccc(OCC(=O)Nc2sc3c(c2C#N)CCC3)cc1	·	·	i	-33.8	-0.31	1409	i	5.0	i	28.1	5.9	-36.7	-0.6	803	0.2%	2.7	2.1	6.6
CCCc1nnc(NC(=O)CCCN2C(=O)c3ccccc3C2=O)s1	-1.9	742	i	4.2	·	·	i	0.8	i	51.4	-5.4	18.0	·	·	0.2%	3.9	2.6	4.8
Nc1nonc1C(=O)NCCNS(=O)(=O)c1ccc(F)cc1	4.5	641	i	-11.4	-0.31	1585	i	0.4	i	33.4	-8.4	6.8	-2.7	1090	0.3%	5.8	2.5	4.3
Cc1cc(NC(=O)CSc2nnc(-c3ccncc3)n2C)n(-c2ccccc2)n1	-9.8	718	·	·	0.05	1072	+	7.7*	i	34.4	·	·	-1.0	1404	0.1%	·	·	·
O=C(O)C1CCN(S(=O)(=O)c2ccc(N3CCC(O)CC3)c([N+](=O)[O-])c2)CC1	-3.3	690	·	·	·	·	i	2.5	i	66.5	·	·	·	·	0.3%	·	·	·
CC1=NN=C(c2ccccc2)C(c2c[nH]c3ccccc23)N1O (stereo unspecified)	-1.9	663	i	-11.8	-0.01	1296	i	0.5	i	33.6	-19.3	-12.6	·	·	-0.2%	3.3	4.1	5.2
CCCn1c2ccccc2c2nnc(SCC(=O)OC)nc21	·	·	i	22.5	1.52	1176	i	0.6	i	18.8	26.5	30.2	0.9	1167	-0.6%	5.3	2.0	8.6
CCN1C(=O)/C(=C2\C=Cc3ccccc3N2CC)OC1=S	·	·	i	-2.9	·	·	·	·	i	42.4	·	·	·	·	-0.1%	1.5	0.7	3.4
C/C(=N/NS(=O)(=O)c1ccc(C(C)C)cc1)c1ccncc1	9.6	842	·	·	·	·	i	1.8	i	60.0	·	·	·	·	-0.9%	·	·	·
Nc1c(C(=O)N/N=C/c2ccc([N+](=O)[O-])cc2)sc2nnc(-c3ccccc3)c(-c3ccccc3)c12	-8.9	699	·	·	-0.4	1079	·	·	i	34.1	·	·	0.4	1306	0.2%	·	·	·
COc1ccc(N2CC(C(=O)Nc3c4c(nn3-c3ccc(OC)cc3)CS(=O)(=O)C4)CC2=O)cc1 (stereo unspecified)	-0.6	874	·	·	·	·	i	1.1	i	9.7	·	·	·	·	0.2%	·	·	·
C/C(=N\Nc1cc(C)nc(NCc2ccccc2)n1)c1cccc([N+](=O)[O-])c1	-21.1	689	·	·	0.03	1081	i	0.8	i	6.1	·	·	0.1	1348	-0.2%	·	·	·
CC(=O)c1cc2c(cc1NC(=O)CCc1ccccc1)OCO2	5.9	736	i	4.2	0.04	861	i	0.5	i	42.4	49.6	1.9	-1.7	1182	0.2%	5.1	2.9	4.9
COc1ccc(NS(=O)(=O)c2ccc3c(c2)[C@H]2C=CC[C@H]2[C@@H](c2ccc(C(=O)O)cc2)N3)cc1	-11.6	783	·	·	·	·	i	2.6	i	18.8	·	·	·	·	-0.2%	·	·	·

Shown field by field: entries from further up
COC(=O)c1ccccc1NC(=O)Cn1cnc2cc(C)c(C)cc21
  Hep lipid drop: · | Hep lipid drop cells 6.5 µM: · | Autophagy HCS: i | Autophagy HCS cell loss 18 h: 7.1 | Insulin prom up: -3.24 | Insulin prom up cell count: 836 | Myeloid diff 2: i | Myeloid diff 2 GFP+ MAC1+ %: 6.9 | T cell HTS: i | T cell HTS vesicle-bound %: 30.1 | WT yeast gro inh: -10.1 | WT yeast gro inh mutant strain: 10.8 | bCat nuc transl: 0.4 | bCat nuc transl cell count 5 µM: 1119 | West Nile antiviral: -1.1% | MT stabilizer: 2.1 | MT stabilizer Hoechst-high %: 1.3 | MT stabilizer cytotoxicity %: 9.3

CC(C)[C@H](NC(=O)NCc1ccc(F)cc1)C(=O)O
  Hep lipid drop: 1.1 | Hep lipid drop cells 6.5 µM: 681 | Autophagy HCS: · | Autophagy HCS cell loss 18 h: · | Insulin prom up: -0.38 | Insulin prom up cell count: 1015 | Myeloid diff 2: i | Myeloid diff 2 GFP+ MAC1+ %: 1.0 | T cell HTS: i | T cell HTS vesicle-bound %: 32.3 | WT yeast gro inh: · | WT yeast gro inh mutant strain: · | bCat nuc transl: 1.1 | bCat nuc transl cell count 5 µM: 1397 | West Nile antiviral: 0.3% | MT stabilizer: · | MT stabilizer Hoechst-high %: · | MT stabilizer cytotoxicity %: ·

Carrying on:
Structure	Hep lipid drop	Hep lipid drop cells 6.5 µM	Autophagy HCS	Autophagy HCS cell loss 18 h	Insulin prom up	Insulin prom up cell count	Myeloid diff 2	Myeloid diff 2 GFP+ MAC1+ %	T cell HTS	T cell HTS vesicle-bound %	WT yeast gro inh	WT yeast gro inh mutant strain	bCat nuc transl	bCat nuc transl cell count 5 µM	West Nile antiviral	MT stabilizer	MT stabilizer Hoechst-high %	MT stabilizer cytotoxicity %
O=C(O)Cc1ccc(NC(=O)Nc2ccc3c(c2)OCO3)cc1	-5.3	770	·	·	·	·	i	6.5	i	55.2	·	·	·	·	0.0%	·	·	·
Cc1c(/C=C/C(=O)c2ccccc2O)cnn1C	-3.4	726	i	-8.6	0.27	1324	i	0.3	i	49.0	-2.0	-21.2	-0.3	497	-0.3%	3.7	2.8	9.1
Cc1nc2ncnn2c(C)c1CCC(=O)N1CCN(C(=O)c2ccco2)CC1	·	·	i	11.7	0.44	1466	i	1.6	i	24.9	8.5	93.5	1.3	1382	0.6%	3.1	1.6	6.8
O=C(CS(=O)(=O)c1ccc(F)cc1)NCCS(=O)(=O)c1ccccc1	-4.4	841	·	·	·	·	i	0.4	i	60.3	·	·	·	·	0.4%	·	·	·
COC(=O)c1cc(COC(=O)c2cccnc2SC)oc1C	·	·	i	7.4	0.4	1231	i	1.5	i	49.2	4.2	-30.3	-4.3	964	0.2%	2.7	1.9	5.9
COc1ccc(OC(=O)C(C)N2C(=O)c3ccccc3C2=O)cc1 (stereo unspecified)	-0.5	800	·	·	·	·	i	0.7	i	60.4	·	·	·	·	0.2%	·	·	·
O=C(Nc1cc([N+](=O)[O-])ccc1C(=O)Nc1cccnc1)c1ccccc1	-6.7	698	·	·	·	·	i	0.8	i	23.8	·	·	·	·	0.1%	·	·	·
CC[C@H](C)[C@H](NC(=O)c1ccc(Cl)cc1)C(=O)OCC(=O)c1ccc2c(c1)NC(=O)CO2	-2.0	797	i	-7.0	-0.27	931	i	0.7	i	57.2	-6.1	-8.3	·	·	0.0%	0.9	0.9	9.2
Cc1ccc(C)c(NC(=O)CSc2nnc(-c3ccco3)o2)c1	-2.2	544	i	-6.4	-0.33	1004	i	0.8	i	45.6	7.1	17.2	-2.4	1102	0.0%	1.4	2.2	6.6
COC(=O)C1=C(C)NC(=O)NC1c1c(O)ccc2ccccc12 (stereo unspecified)	-0.2	776	·	·	·	·	i	0.3	i	11.6	·	·	·	·	1.1%	·	·	·
Cc1ccc(CSc2[nH]c(=O)ncc2C)cc1	-12.7	679	·	·	·	·	i	0.3	i	21.6	·	·	·	·	0.4%	·	·	·
Cc1ccc(N(C(=O)c2cnccn2)C(C(=O)NC2CCCCC2)c2ccc(O)cc2)cc1 (stereo unspecified)	-11.4	621	i	16.5	·	·	i	0.1	i	32.7	10.3	-7.1	-0.4	1549	-0.2%	·	·	·
CCN(CC)c1ccc(C2NC(=O)NC(C)=C2C(=O)Nc2ccccc2)cc1 (stereo unspecified)	·	·	i	4.3	-0.37	951	+	2.1*	i	17.6	1.4	-6.4	-0.9	1127	0.0%	1.5	1.9	11.6
CCOC(=O)c1[nH]c2ccc(C)cc2c1NC(=O)CN1CCCCC1	-14.5	661	i	-1.3	0.06	1342	i	0.5	i	37.3	12.7	0.0	·	·	-0.3%	4.1	1.7	2.5
O=S1(=O)NC(CC2=CCCCC2)C2CCCCC2O1 (stereo unspecified)	25.2	785	·	·	·	·	i	0.4	i	48.8	·	·	·	·	0.6%	·	·	·
